Assay outcomes (PubChem BioAssay)
PPARg SRC3 recr: PPARgamma agonists recruiting SRC-3 coactivator, primary screen, biochemical; biochemical PPARgamma/SRC-3 coactivator recruitment assay; activation, % at 8 µM; 200,000 tested, 0.26% active; in the data active = activation above about 23%;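 also: 0% = DMSO and 100% = reference agonist; some compounds past the cut are filed as inactive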
Target sequence (P37231 whole entry, looked up): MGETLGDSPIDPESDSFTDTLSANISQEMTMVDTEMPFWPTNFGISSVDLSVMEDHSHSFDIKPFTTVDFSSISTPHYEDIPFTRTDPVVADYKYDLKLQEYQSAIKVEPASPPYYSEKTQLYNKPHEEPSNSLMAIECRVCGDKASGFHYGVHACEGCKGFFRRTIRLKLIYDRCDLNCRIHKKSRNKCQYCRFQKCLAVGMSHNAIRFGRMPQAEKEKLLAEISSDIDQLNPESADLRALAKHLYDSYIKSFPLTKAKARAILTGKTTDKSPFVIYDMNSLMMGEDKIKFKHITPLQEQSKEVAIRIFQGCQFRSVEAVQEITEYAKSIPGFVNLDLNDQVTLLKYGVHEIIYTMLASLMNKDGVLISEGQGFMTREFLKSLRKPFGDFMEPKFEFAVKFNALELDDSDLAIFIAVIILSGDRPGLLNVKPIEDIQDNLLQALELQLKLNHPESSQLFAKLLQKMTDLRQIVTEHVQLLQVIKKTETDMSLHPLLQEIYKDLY
TR-FRET SRC-2 ct: TR-FRET signal artefacts, primary screen, artefact control for PPARgamma SRC-2 agonist project, biochemical; 200,000 tested, 0.4% active; TR-FRET ratio at 8 µM; AID 1049, 2008; TR-FRET artefact counter-screen; stronger effect = higher value; in the data active = TR-FRET ratio above about 2000; also: inactives centre near 1500
PPARg SRC2 recr: agonists of PPARg-SRC-2 recruitment, primary screen, biochemical, HTS | Peroxisome proliferator-activated receptor gamma (Homo sapiens), P37231 | PPARgamma LBD-SRC-2 recruitment | activation, % at 8 µM | 200,000 tested, 0.34% active; in the data active = activation above about 22%;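 also: 0% = vehicle and 100% = reference agonist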
HMGR II inh: inhibitors of E. faecalis class II HMGR, primary screen, biochemical, Enterococcus faecalis. HMG-CoA reductase (Enterococcus faecalis, mvaE). inhibition, % at 10 µM. 190,000 tested, 0.41% active. purified E. faecalis HMGR, NADPH absorbance 340 nm kinetic. AID 1066, 2008;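 active = inhibition above a set limit, the median over all tested compounds plus 3 SD, cut at about 9.5% in these data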;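 also: enzyme runs in reverse so mevalonate oxidation gives rising NADPH absorbance; 0% = complete reaction with DMSO and 100% = background rate lacking mevalonate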
ROMK mod: ROMK potassium channel modulators, primary screen, cell-based, thallium flux, MLSMR library | ATP-sensitive inward rectifier potassium channel 1 (Homo sapiens), P48048 | Tet-inducible ROMK, thallium flux fluorescence; actives lie on both sides | B-score at 10 µM | 130,000 tested, 2% active | AID 1918, 2009;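 active = signal ratio slope over the read window, or its plate-corrected B-score, at least 3 SD from the plate mean, either direction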;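 also: B-score of the F/F0 ratio slope over 7 to 12 s after thallium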
Target sequence (P48048 whole entry, looked up): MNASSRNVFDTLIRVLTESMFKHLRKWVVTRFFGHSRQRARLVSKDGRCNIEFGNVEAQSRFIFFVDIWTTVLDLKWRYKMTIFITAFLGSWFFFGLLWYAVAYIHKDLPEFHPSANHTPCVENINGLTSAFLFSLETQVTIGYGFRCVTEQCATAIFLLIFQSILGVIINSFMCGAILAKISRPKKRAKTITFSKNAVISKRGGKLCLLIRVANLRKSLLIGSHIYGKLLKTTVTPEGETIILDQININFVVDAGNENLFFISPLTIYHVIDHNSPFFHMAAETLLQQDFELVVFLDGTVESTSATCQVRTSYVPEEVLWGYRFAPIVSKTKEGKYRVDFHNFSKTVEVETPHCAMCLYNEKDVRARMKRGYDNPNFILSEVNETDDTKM
RAM inhibit: inhibitors of the yeast RAM network, primary screen, dse1pr::URA3 reporter, 5-FOA selection; S. cerevisiae dse1pr::URA3 reporter, 5-FOA growth OD615, 2 d; analog-sensitive cbk1-as2 kinase mutant strain; inhibition, % at 50 µM; 190,000 tested, 1.8% active; AID 868, 2007;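 active = inhibition above a set limit, 3 SD over mean compound inhibition, cut at about 8.4% in these data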;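 also: 0% = DMSO-only wells with no growth and 100% = 10 µM 1-NA-PP1 full growth; inhibition rescues growth on 5-FOA so higher OD means more RAM inhibition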
bIAP inh: bovine intestinal alkaline phosphatase inhibitors, primary screen, selectivity assay for TNAP inhibitor project, biochemical, bovine IAP, CDP-star luminescence | alkaline phosphatase, intestinal [Bos taurus] | purified bovine IAP, 30 min | inhibition, % at 20 µM | 190,000 tested, under 10 active | AID 1019, 2008;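 active = over 50% inhibition of intestinal alkaline phosphatase at 20 µM in the single-dose screen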
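test system = bovine IAP enzyme | medium = DEA buffer 100 mM, pH 9.8, with MgCl2 1.0 mM, ZnCl2 0.02 mM | detection = luminescence | dosing = single compound dose of 20 µM, 2% DMSO final | incubation = 30 min reaction at room temperature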
S1P3 antagonist: S1P3 receptor antagonists, primary screen, cell-based; 170,000 tested, 0.27% active; inhibition, % at 4.98 µM; CHO S1P3 NFAT-BLA reporter, FRET fluorescence, antagonist mode; Sphingosine 1-phosphate receptor 3 (Homo sapiens), Q99500; AID 485, 2006;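 active = inhibition above the plate cutoff, the mean inhibition of test wells on that plate plus 3 SD, cut at about 28% in these data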;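 also: cells challenged with S1P at its EC80 of 0.8 µM; blue over green emission ratio from cleaved BLA substrate after 4 h stimulation; 0% = S1P-stimulated wells and 100% = unstimulated DMSO-only wells; some compounds past the cut are filed as inactive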
PPARg SRC1 recr: PPARgamma agonists recruiting SRC-1 coactivator, primary screen, biochemical; Peroxisome proliferator-activated receptor gamma (Homo sapiens), P37231; PPARgamma-SRC-1 coactivator recruitment biochemical assay; activation, % at 8 µM; 200,000 tested, 0.41% active; AID 631, 2007; in the data active = activation above about 19%;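 also: 0% = DMSO and 100% = reference agonist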
Lmaj promast: Leishmania major promastigote growth inhibition, primary screen. Leishmania major promastigotes, resazurin fluorescence viability. inhibition, % at 10 µM. 200,000 tested, 9% active; in the data active = inhibition above about 50%;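 also: promastigotes grown with compound for 44 hours at 28 °C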
DTT redox prof: compounds producing H2O2 with reducing agent – biochemical, NIH compound library profiling, artefact control for MLSCN library redox annotation, primary screen | DTT-dependent redox cycling H2O2, phenol red/HRP absorbance; 100% = 100 µM peroxide control, 0% = buffer | activation, % at 10 µM | 200,000 tested, 0.03% active | AID 878, 2007;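 active = activation of at least 50% relative to the plate's high and low controls in the primary single-dose screen; inactive = activation below 50%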;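 also: compound incubated with DTT at 0.8 mM final as the reducing agent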
An asterisk follows results filed as active; / = no result given.

no.	SMILES	PPARg SRC3 recr	TR-FRET SRC-2 ct	PPARg SRC2 recr	HMGR II inh	ROMK mod	RAM inhibit	bIAP inh	S1P3 antagonist	PPARg SRC1 recr	Lmaj promast	DTT redox prof
1	O=C(NC(=S)Nc1ccc(F)c([N+](=O)[O-])c1)c1ccccc1F	1.5	1364	1.3	2.0	0.424	3.4	-18.9	-3.7	6.9	9.8	-1.4
2	Cc1cc(-c2c(C)[nH]n(-c3ccc(Cl)cc3)c2=O)n[nH]1	2.8	1697	6.1	0.8	/	-0.3	-14.5	/	3.3	-5.1	-3.7
3	O=C1CC(C(=O)Nc2ncccn2)C(c2ccccc2)O1 (stereo not drawn)	-15.1	1527	4.2	-3.9	0.869	0.0	5.1	-21.4	-8.9	-1.4	1.0
4	CCOC(=O)Cc1csc(NC(=O)COc2ccccc2OC)n1	6.7	1570	-3.1	-2.5	0.633	1.3	-7.7	/	8.3	1.4	-3.5
5	O=C(NCCN1CCOCC1)C1CCC(CNS(=O)(=O)c2ccc(Cl)cc2)CC1 (stereo not drawn)	0.6	1274	-3.5	0.0	1.91	1.3	39.2	/	-6.3	3.1	0.8
6	CSc1nsc(/C=C/Nc2ccc(Cl)cc2)c1C#N	19.6	1667	8.3	-2.8	/	5.8	1.4	/	11.4	-0.4	2.6
7	C=CCNC(=S)Nc1sc2c(c1C(=O)OCC)CC(C(C)C)OC2 (stereo not drawn)	7.2	1419	-3.8	-1.3	/	2.9	1.7	/	-4.5	0.5	3.1
8	CN(C)/C=C(\C#N)C(=O)c1cccc(Oc2ccc(Br)cc2)c1	-5.8	1549	3.6	3.9	/	0.0	2.3	/	-2.1	-1.8	-3.9
9	Cc1ccc(-c2noc(C3CCCN(S(=O)(=O)c4ccc5ccccc5c4)C3)n2)o1 (stereo not drawn)	9.8	1371	5.8	0.3	-0.682	3.7	6.8	/	-2.7	2.3	2.2
10	O=c1[nH]c(=O)n(Cc2ccco2)c2c1C(C(F)(F)F)(C(F)(F)F)N=C(c1ccco1)N2	-4.2	1857	7.5	-2.0	0.0206	0.8	5.9	/	10.1	8.3	-2.9
11	CCCCCc1nc2ccccc2c(=O)n1NC(=O)c1c(O)c2cccc3c2n(c1=O)CCC3	2.5	1481	-7.2	/	/	/	/	/	-4.2	-1.7	0.3
12	COc1ccc2cc(C(=O)C3CCCN(Cc4cnc(C)s4)C3)ccc2c1 (stereo not drawn)	0.0	1575	-6.2	-1.0	/	-1.6	-26.1	2.2	5.5	79.2*	-1.0
13	CCOC(=O)c1sc(NC(=O)c2cccnc2)c(C#N)c1C	9.1	1500	-0.4	-2.4	-0.481	1.4	8.9	/	9.2	-0.9	-0.2
14	CCOC(=O)c1c(P(=O)(N2CCOCC2)N2CCOCC2)noc1N	0.6	1503	10.8	-2.2	/	2.5	2.2	-14.2	-4.8	-8.3	2.6
15	O=C(c1ccccc1F)N1CCN(S(=O)(=O)c2ccc(S(=O)(=O)N3CCCCC3)cc2)CC1	5.4	1692	-0.2	-0.6	/	2.4	-5.0	14.5	3.7	-7.0	0.8
16	CCOc1ccc(C(=O)Nc2c3c(nn2-c2cccc(Cl)c2)CS(=O)C3)cc1 (stereo not drawn)	5.2	1612	-5.1	2.3	/	-0.6	3.3	-18.8	0.1	99.9*	0.2
17	COc1ccccc1/C=C/C(=O)Nc1ccc2c(c1)OCCO2	4.7	1689	-5.0	-3.2	0.53	1.5	12.5	13.6	10.7	17.7	-0.1
18	CCc1ccccc1NC(=S)N(CCN(C)C)C(C)c1ccccn1 (stereo not drawn)	4.4	1627	3.9	-4.5	-0.811	1.0	1.2	/	-2.8	-4.2	-0.4
19	N#CC(Sc1ccccn1)c1ccc(Cl)cc1Cl (stereo not drawn)	-1.4	1430	-1.3	-10.7	-0.836	1.4	13.0	-17.4	1.0	23.6	-0.7
20	Cc1ccccc1N1C(=O)CSC1=C(C#N)C#N	-0.8	1744	6.2	2.2	0.228	4.7	-3.3	-7.4	0.7	-4.4	-0.2
21	CCN(CC)S(=O)(=O)c1cccc(C(=O)NCC2CCCO2)c1 (stereo not drawn)	-10.4	1484	-0.4	0.3	0.448	-0.5	3.0	/	-4.1	-0.4	0.3
22	CC1(NC(=O)N2CCOCC2)CCS(=O)(=O)C1 (stereo not drawn)	-1.0	1539	11.4	1.2	/	1.2	4.7	/	-3.8	-2.8	1.2
23	COc1ccc(Cl)cc1S(=O)(=O)NCc1cccs1	3.1	1572	0.8	-5.2	/	2.9	17.3	6.4	7.8	-6.4	2.0
24	CCOC(=O)c1ccccc1Oc1c(F)c(F)nc(NCCO)c1F	8.4	1648	13.5	-2.8	/	2.4	4.3	/	1.6	81.7*	-3.7
25	NC(=O)Cn1nc([N+](=O)[O-])nc1Oc1ccccc1C(=O)N1CCOCC1	1.5	1475	2.7	-4.7	1.26	1.2	-8.1	-14.6	-6.8	4.3	0.0
26	OC(COc1ccc(CN2CCCCO2)cc1)CN1CCCCC1 (stereo not drawn)	-2.5	1651	11.7	-1.7	0.535	0.8	1.7	-5.8	3.9	-2.1	-1.4
27	COc1cccc(-c2csc(N3CCN(C(=S)Nc4ccccc4OC)CC3)n2)c1	1.7	2307*	5.0	/	/	3.4	-1.3	/	4.4	93.5*	-7.7
28	COc1ccc(C2CC(c3ccccc3C)n3nc(N)nc3N2)cc1 (stereo not drawn)	1.3	1678	1.8	-3.2	/	2.2	7.8	-11.1	-2.8	-2.8	-1.3
29	O=C(NNC(=O)c1ccccc1[N+](=O)[O-])c1ccccc1[N+](=O)[O-]	-0.8	1468	-0.2	-0.6	0.262	2.9	-10.0	-3.7	-1.6	7.5	0.0
30	Cc1cc(C)c(S(=O)(=O)NCC23C=CC(O2)C2C(=O)N(c4ccccc4)C(=O)C23)c(C)c1 (stereo not drawn)	-4.9	1450	-4.8	/	/	1.1	-3.9	/	-0.9	3.4	2.8
31	CCOC(=O)CC(=O)CSc1nc(-c2cccnc2)cc(C)c1C#N	2.2	1564	2.7	-3.1	-0.224	1.7	-5.5	-5.5	4.1	-3.0	-0.1
32	O=C(O)CCc1ccc(-c2cccs2)n1-c1ccc(C(=O)O)cc1	19.9	1745	13.3	-5.0	/	0.5	7.4	-13.3	9.4	-7.6	-1.1
33	CN(CC(=O)Nc1cccc2ccccc12)c1ccc(S(=O)(=O)N2CCOCC2)cn1	2.2	1523	9.2	0.8	/	5.7	15.4	/	4.1	-3.0	-15.2
34	Cc1cc(C)c(OCCN2CC(C)OC(C)C2)c(Br)c1 (stereo not drawn)	-1.1	1456	-0.4	-5.2	-1.46	-0.5	-4.7	-9.5	-7.8	88.1*	-0.7
35	Cc1cnn(-c2cc(N/N=C/c3ccccc3)ncn2)c1	-6.9	1490	6.2	1.6	/	3.5	0.9	/	8.6	-3.7	3.6
36	CCN(CC)C(=O)CSc1nnc(-c2cnccn2)n1-c1ccc(C)cc1	-12.7	1603	-2.4	-0.6	/	1.3	10.0	-29.5	2.9	-5.7	-1.3
37	COc1cccc(-c2nnc(SCc3nc4ccccc4s3)n2C)c1	7.2	1604	8.8	-2.1	1.87	0.5	-3.8	/	2.4	-1.9	0.2
38	C=CCN1CN(S(=O)(=O)c2cccs2)c2nc3ccccc3nc21	-3.2	1464	-3.5	-5.5	/	0.4	7.7	-56.6	4.6	8.2	1.8
39	COc1ccc(CCN2C(=O)CC(C(N)=O)SC2=Nc2ccc(F)cc2)cc1OC (stereo not drawn)	-3.9	1488	-0.4	0.5	0.0575	0.8	-7.2	-6.0	-5.7	-0.5	-0.5
40	COc1ccc(C2C3=C(NCCN=C3c3ccccc3)C(=O)N2c2ccccc2)c(OC)c1 (stereo not drawn)	0.7	1467	-4.7	-0.6	-0.0576	1.6	-10.2	8.9	-0.2	0.6	-0.3
41	COC(=O)C1Cc2c([nH]c3ccccc23)C(C)N1 (stereo not drawn)	-4.4	1567	5.7	-0.5	0.759	0.4	-0.1	-6.7	-3.9	-2.2	0.2
42	Cc1ccc(CN2CCSc3ccc(C(=O)N4CCN(c5ncccn5)CC4)cc32)cc1	-0.8	1473	-5.2	-2.3	/	2.2	0.1	-7.9	-0.9	7.9	0.5
43	Cc1ccc(CN2CC(C(=O)Nc3ccc(F)c([N+](=O)[O-])c3)CC2=O)cc1 (stereo not drawn)	2.4	1660	-2.4	2.0	-0.144	1.5	4.3	-6.5	-13.3	29.5	-0.5

Profiles from above. Order of screens: PPARg SRC3 recr | TR-FRET SRC-2 ct | PPARg SRC2 recr | HMGR II inh | ROMK mod | RAM inhibit | bIAP inh | S1P3 antagonist | PPARg SRC1 recr | Lmaj promast | DTT redox prof
`N#CC(Sc1ccccn1)c1ccc(Cl)cc1Cl` (stereo not drawn) across the screens: -1.4 | 1430 | -1.3 | -10.7 | -0.836 | 1.4 | 13.0 | -17.4 | 1.0 | 23.6 | -0.7
`CN(CC(=O)Nc1cccc2ccccc12)c1ccc(S(=O)(=O)N2CCOCC2)cn1` across the screens: 2.2 | 1523 | 9.2 | 0.8 | / | 5.7 | 15.4 | / | 4.1 | -3.0 | -15.2
